MCF10A rerep: inducers of DNA re-replication in MCF 10A breast cells; Potency, µM (highest dose often 46.1 µM), for inactives: at the highest dose activity, positive = re-replication, actives largely listed as activators; 350,000 tested, 2.9% active; MCF 10A DNA re-replication, Hoechst nuclear intensity, 48 h; further: potency means the concentration at half of the fitted maximal effect; % of control where 0% means no effect; nearly all actives have a fitted effect of over 50% in size
ATXN2 expr inh: ATXN2 expression inhibition; HEK-293 ATXN2-luciferase reporter, luminescence, 24 h; Potency, µM (titrated, usually from 57 µM), for inactives: at the top dose activity change, negative = inhibition, usual class: inhibitors; 360,000 tested, 0.72% active; further: potency means the concentration at half of the fitted maximal effect; on the % scale 0 is the no-effect control and ±100 the full control effect; nearly all actives have a fitted effect of over 55% in size
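ATXN2-luciferase reporter cells (luciferase flanked by upstream and downstream ATXN2 gene portions) were treated 24 h at 37 °C with compounds at up to 57 uM. SteadyGlo luminescence gave expression; GF-AFC fluorescence gave viability.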
HT1080 IDH1KD tx: HT-1080 IDH1 knockdown cell toxicity (counter line). HT-1080 IDH1 knockdown viability, ATP luminescence, 48 h. Potency, µM (highest dose often 46.1 µM), for inactives: at the highest dose activity, negative = toxicity, actives largely listed as cytotoxic. 360,000 tested, 2% active;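 further: potency means the concentration at half of the fitted maximal effect; 0% = DMSO wells and -100% = cell-free medium wells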
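HT-1080-IDH1KD cells (IDH1 knocked down), 750/well in RPMI with 5% FBS, treated with compound 48 h at 37 degrees C. Viability by CellTiter-Glo luminescence, normalised to DMSO and no-cell wells; concentration-response curves classed.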
SW480 rerep: inducers of DNA re-replication in SW480 colon cancer cells; AID 624297; 340,000 tested, 1.8% active; Potency, µM (highest dose often 46.1 µM), without a hit: top-dose re-replication activation, usual class: activators; SW480 DNA re-replication, Hoechst DNA content imaging, 48 h; further: potency means the concentration at half of the fitted maximal effect; % of control where 0% means no effect; nearly all actives have a fitted effect of over 55% in size
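Image-based DNA-content assay: after two days of treatment, nuclei were labelled with the DNA dye Hoechst and imaged, and hits were compounds raising the count of nuclei showing high fluorescence intensity.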
KB-V1 MDR tox: kills drug-selected multidrug resistant KB-V1 cells. 400,000 tested, 3.4% active. Potency, µM (doses to about 46.1 µM), for inactives: at the highest dose activity change, negative = cytotoxicity, actives largely listed as cytotoxic. KB-V1 MDR cells viability, CellTiter-Glo, 72 h; further: potency means the concentration at half of the fitted maximal effect; on the % scale 0 is the no-effect control and ±100 the full control effect; nearly all actives have a fitted effect of over 60% in size
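Following 72 h at 37 degrees C with compound, KB-V1 cell viability was read by CellTiter-Glo luminescence, medium being phenol-red-free DMEM plus 10% FBS; concentration-response parameters came from normalized, curve-fitted qHTS data.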
IL-1B inflam inh: inflammasome signaling inhibition, IL-1 beta readout | 360,000 tested, 4.7% active | activity change, % at 57.5 µM | THP-1 LPS/ATP IL-1B secretion, AlphaLISA, 16 h; hits give low values; in the data active means activity change below about -50%; inconclusive means mostly about -30% to -49%; further: on the % scale 0 is the no-effect control and ±100 the full control effect
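THP-1 cells pretreated 1 hr with compounds (up to 57.5 uM final), then stimulated with LPS (250 ng/mL final) plus ATP (1.25 mM final); secreted IL-1B measured by AlphaLISA after 16 hr, decreased signal indicating inhibition.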
KB-3-1 cytotox: kills parental KB-3-1 adenocarcinoma cells; 400,000 tested, 1.4% active; Potency, µM (doses to about 46.1 µM), without a hit: top-dose activity change, negative = cytotoxic, hits mostly cytotoxic; AID 1347075; KB-3-1 viability, CellTiter-Glo ATP luminescence, 72 h; further: potency means the concentration at half of the fitted maximal effect; on the % scale 0 is the no-effect control and ±100 the full control effect; nearly all actives have a fitted effect of over 60% in size
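Parental KB-3-1 viability, qHTS format: 72 h compound exposure, 37 °C; CellTiter-Glo; media-only wells and DMSO plates as controls; concentration-effect fits on corrected data.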
HT1080NT lethal: kills 2HG-producing HT-1080-NT fibrosarcoma cells; HT-1080-NT fibrosarcoma viability, CellTiter-Glo ATP luminescence, 48 h; Potency, µM (titrated, usually from 46.1 µM), inactives show at the top dose activity, negative = less viability, most hits filed as cytotoxic; 360,000 tested, 1.6% active; AID 686970;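 further: NT is the 2HG producing partner of a matched IDH1 knockdown line; potency means the concentration at half of the fitted maximal effect; 0% = DMSO-treated cells and -100% = media-only wells without cells; nearly all actives have a fitted effect of over 55% in size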
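HT-1080-NT fibrosarcoma cells (2HG-overproducing), 750 cells/well in RPMI with 5% FBS, dosed after 2 h and incubated 48 h at 37C. CellTiter-Glo luminescence normalized to DMSO and no-cell wells; concentration-response curves fitted and classed.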
WRN helicase inh: WRN helicase (human) inhibition; Q14191; WRN helicase unwinding, fluorescent forked duplex, kinetic; Potency, µM (top dose mostly 114 µM), without a hit: at the top dose activity change, negative = inhibition, most hits filed as inhibitors; 360,000 tested, 0.46% active; AID 651768; further: potency means the concentration at half of the fitted maximal effect; on the % scale 0 is the no-effect control and ±100 the full control effect; nearly all actives have a fitted effect of over 55% in size
Target sequence (Q14191 whole entry, looked up): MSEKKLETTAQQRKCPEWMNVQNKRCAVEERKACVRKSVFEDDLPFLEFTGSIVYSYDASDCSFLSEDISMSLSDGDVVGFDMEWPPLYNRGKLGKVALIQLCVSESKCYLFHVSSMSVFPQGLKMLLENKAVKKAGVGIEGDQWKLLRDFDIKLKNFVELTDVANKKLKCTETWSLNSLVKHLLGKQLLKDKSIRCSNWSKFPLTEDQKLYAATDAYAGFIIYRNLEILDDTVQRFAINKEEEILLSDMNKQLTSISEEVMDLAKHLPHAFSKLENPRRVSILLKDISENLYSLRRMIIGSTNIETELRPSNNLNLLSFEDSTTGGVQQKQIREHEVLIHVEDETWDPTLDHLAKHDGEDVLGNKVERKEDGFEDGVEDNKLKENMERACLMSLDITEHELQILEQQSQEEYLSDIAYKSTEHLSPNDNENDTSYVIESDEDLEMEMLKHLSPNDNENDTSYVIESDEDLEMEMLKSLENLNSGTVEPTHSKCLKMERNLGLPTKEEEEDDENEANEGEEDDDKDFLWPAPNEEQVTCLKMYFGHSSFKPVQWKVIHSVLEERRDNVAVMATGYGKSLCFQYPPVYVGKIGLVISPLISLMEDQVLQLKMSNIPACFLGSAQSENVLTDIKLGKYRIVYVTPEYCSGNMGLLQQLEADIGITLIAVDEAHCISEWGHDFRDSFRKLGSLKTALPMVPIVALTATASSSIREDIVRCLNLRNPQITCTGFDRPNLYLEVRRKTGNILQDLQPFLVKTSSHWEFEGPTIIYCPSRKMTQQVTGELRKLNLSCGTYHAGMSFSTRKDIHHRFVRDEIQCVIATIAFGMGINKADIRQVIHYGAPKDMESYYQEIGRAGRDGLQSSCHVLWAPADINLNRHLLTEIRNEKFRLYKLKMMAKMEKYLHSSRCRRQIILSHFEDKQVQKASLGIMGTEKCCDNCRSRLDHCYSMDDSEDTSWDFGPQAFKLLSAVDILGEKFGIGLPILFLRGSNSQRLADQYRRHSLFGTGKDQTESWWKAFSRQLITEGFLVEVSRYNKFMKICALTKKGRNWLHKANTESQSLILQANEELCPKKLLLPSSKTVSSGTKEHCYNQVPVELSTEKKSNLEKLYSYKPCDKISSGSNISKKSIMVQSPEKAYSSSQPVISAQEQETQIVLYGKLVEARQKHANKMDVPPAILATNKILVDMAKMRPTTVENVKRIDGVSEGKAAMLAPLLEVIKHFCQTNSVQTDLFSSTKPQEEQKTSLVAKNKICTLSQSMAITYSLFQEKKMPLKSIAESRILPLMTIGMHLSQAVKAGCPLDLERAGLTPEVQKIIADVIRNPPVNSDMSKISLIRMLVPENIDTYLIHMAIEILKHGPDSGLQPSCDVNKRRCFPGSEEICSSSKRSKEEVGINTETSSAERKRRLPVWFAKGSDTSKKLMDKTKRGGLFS
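Screening of the MLSMR collection measured strand separation of a quenched forked DNA duplex (100 nM) by 20 nM WRN with 2 mM ATP, all final. Compounds were preincubated with enzyme 15 min at room temperature.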
* = called active by the depositor; ? = inconclusive; nt = no result given; & = joins results of further samples; [ ] = dose if it differs, or a comment. Unless noted, the call rests on the fitted dose curve; in most records, active means well fitted curve in the direction sought with a large enough effect; inconclusive means small, poorly fitted or top-dose-only effect, or another doubt; inactive means no such curve, though single readings can be large; an effect the other way counts as inactive or inconclusive.

Every second line gives: ATXN2 expr inh | WRN helicase inh | KB-V1 MDR tox | SW480 rerep | HT1080 IDH1KD tx | KB-3-1 cytotox | HT1080NT lethal | MCF10A rerep | IL-1B inflam inh
- COc1ccc(-n2c(=O)c(CCC(=O)N3CCN(c4ccccc4O)CC3)nc3ccccc32)cc1
    -17.4% | 2.3% | ? | 15.1% | -7.7% | -23.5% | -2.2% | ? | -28.9
- COC(=O)c1c(-c2ccccc2)noc1C
    -7.2% | -9.9% | 2.7% | 2.9% | 15.7% | 10.1% | 14.2% | -15.4% | 18.4
- O=S(=O)(c1ccc(Br)cc1)N1CCN(Cc2ccco2)CC1
    5.7% | -29.0% | ? | 1.4% | -1.8% | 3.2% | 0.9% | 5.7% | -14.4
- CC(C)(Oc1ccc(CCNC(=O)c2ccc(-c3ccc(Cl)cc3)o2)cc1)C(=O)O
    35.4% | -6.4%[57.1 µM] | 1.8% | -0.6% | 1.0% | -4.2% | -2.1% | 1.0% | 36.5
- Cc1cc(C)cc(C(O)c2ncc(-c3ccccc3C)[nH]2)c1 (stereo not drawn)
    -1.0% | -3.4% | 0.5% | nt | ? | 0.0% | ? | nt | -9.4
- CC(c1ccccc1)N(C)C(=O)CN1CCN(S(=O)(=O)c2ccc3c(c2)OCCCO3)CC1 (stereo not drawn)
    nt | 0.1% | 7.4% | 8.4% | 5.7% | -20.6% | -3.1% | 2.8% | -4.7
- O=C(CN1C(=O)c2ccccc2S1(=O)=O)N1CCN(Cc2ccc3c(c2)OCO3)CC1
    -2.6% | 7.3%[57.1 µM] | -0.2% | 13.7% | -13.2% | 0.8% | -17.3% | 21.9% | 3.2
- CCN1CCN(Cc2nc3c(c(=O)n(C)c(=O)n3C)n2Cc2cccc3ccccc23)CC1
    -15.9% | -6.8% | -10.3% | 1.3% | 6.4% | 13.0% | -20.2% | -0.1% | 17.9
- COc1cc(C(CC(=O)Nc2ccc(Cl)cn2)N2Cc3ccccc3C2=O)cc(OC)c1OC (stereo not drawn)
    nt | -2.6% | -15.8% | 7.0% | -0.1% | 1.1% | -6.2% | -2.4% | -19.5
- O=C(Nc1cccc2ccccc12)/C(=C/c1ccc([N+](=O)[O-])cc1)NC(=O)c1ccccc1
    -11.7% | 4.1% | 4.61µM* | 5.7% | -10.3% | 0.3% | -3.5% | 2.7% | -12.6
- Cc1ccc(-c2noc(CCC(=O)N3CCN(c4cccc(C(F)(F)F)c4)CC3)n2)cc1
    -9.3% | -11.4% | 0.0% | 13.8% | -19.7% | ? | -27.3% | ? | -4.9
- Cn1c(SCC(=O)NC(C)(C)C)nnc1-c1ccc(C(C)(C)C)cc1
    2.3% | -1.7% | 20.6µM* | -1.7% | -1.3% | -3.6% | -10.6% | -4.1% | 21.2
- CCN(C[C@H]1N[C@@](CC)(C(=O)OC)[C@H]2C(=O)N(C)C(=O)[C@@H]12)C(=O)Nc1ccc(C)cc1
    5.3% | -7.1% | 0.0% | 1.6% | 6.0% | 0.0% | 5.6% | -8.5% | 36.7
- COc1ccc(NC(=O)Cn2nnc(C(=O)NCc3cccs3)c2N)cc1
    5.8%&-6.3% | -7.6%[57.1 µM] | 28.9%&0.0% | 4.9% | ? | 0.0%&19.1% | ? | -0.6% | 28.1
- C=CCNc1ccccc1S(=O)(=O)NCc1ccccc1
    0.8% | -4.0% | 1.0% | 6.6% | -2.4% | -0.5% | -4.1% | ? | 18.1
- O=C(CN1C(=O)NC2(CCCCC2)C1=O)N1CCN(S(=O)(=O)c2cccc([N+](=O)[O-])c2)CC1
    4.8% | -6.3% | nt | -0.5% | 7.1% | nt | 3.8% | -31.9%[inhibitor] | 11.0
- O=C(NCCCn1ccnc1)c1ccncc1
    6.7% | 3.5% | 4.5% | -0.3% | -0.8% | 3.6% | -14.5% | 12.0% | -2.3
- COc1ccc(/C=N/NS(=O)(=O)c2ccccc2)cc1OS(=O)(=O)c1ccccc1
    0.1% | -2.8% | -4.2% | 3.9% | 0.4% | -13.8% | 7.3% | 21.2% | 8.7
- CSc1nc2ccc(NC(=O)C3CC(=O)N(Cc4ccccc4)C3)cc2s1 (stereo not drawn)
    -31.7% | -24.8% | ? | 17.9% | -4.3% | -4.5% | -0.4% | -0.4% | 77.8
- O=S(=O)(Nc1ccc(O)c(NS(=O)(=O)c2ccccc2)c1)c1ccccc1
    -0.7% | 4.9% | -2.6%&-9.4% | -14.2% | -0.1% | 23.7%&13.6% | -1.1% | -12.0% | 8.4
- CCOC(=O)N1CCC(NC(=O)CSc2cc(=O)n(C)c3ccccc23)CC1
    8.2% | 3.9% | -4.7% | -0.6% | -14.1% | 0.0% | -21.2% | 6.0% | 10.0
- CCCC(=O)Nc1nnc(-c2ccc3c(c2)OCO3)s1
    -6.1% | -0.9% | -1.4% | -19.2% | -21.5% | -19.6% | -25.2% | -3.0% | -27.3
- COc1ccc(/C=N/NC(=O)CSCc2ccc([N+](=O)[O-])cc2)cc1OC
    3.2% | -14.9% | -9.6% | -2.8% | 0.1% | 5.8% | -4.0% | -0.6% | 21.4
- O=C(Nc1ccc(C(=O)N2CCCC2)cc1)c1ccccc1Br
    -19.4% | -33.2% | nt | -0.4% | -19.1% | nt | -6.1% | 7.1% | -12.5
- CC(C)NC(=S)N1CCN(C/C=C/c2ccccc2)CC1
    -6.8%[11.3 µM] | -27.4% | -7.4% | 2.8% | -3.5% | 4.4% | -5.4% | -0.2% | -14.8
- N/C(Cc1cccs1)=N\OC(=O)COc1ccccc1
    8.9% | -6.0% | 15.5% | -0.7% | 18.9% | 3.2% | 6.3% | -0.5% | -14.3
- CC(=O)Nc1cccc(/C(C)=N/NC(=O)c2cccc(S(=O)(=O)N3CCCC3)c2)c1
    nt | 4.5% | 0.0% | nt | 0.0% | -2.9% | 2.1% | nt | 2.1
- Cn1c(C(O)c2ccc3c(c2)OCO3)nc2ccccc21 (stereo not drawn)
    -24.6% | 0.5% | 8.1% | -2.4% | -1.3% | -1.8% | -1.2% | 4.9% | 12.9
- COC(=O)C1=C(C)N(Cc2ccccc2)C(=NCc2cc(OC)c(OC)c(OC)c2)N[C@H]1c1ccc(Br)cc1
    ? | 1.8% | -2.8% | 11.7% | ? | -27.0% | -21.4% | 5.7% | ?
- COCCNC(=O)CCn1nc(-c2ccc(C)cc2)c2ccccc2c1=O
    -3.5% | 15.8% | 8.6% | 3.9% | 0.2% | 6.9% | 5.5% | 12.8% | -12.2
- CCn1nc(C(=O)OCC(=O)N2CCc3ccccc32)c2ccccc2c1=O
    0.2% | 0.3% | 9.3% | -1.5% | -0.1% | 1.9% | -5.5% | -1.5% | 19.4
- COc1ccc(-c2nnn(CC(=O)N(CCN3CCOCC3)C(C(=O)NC3CCCCC3)c3ccco3)n2)cc1 (stereo not drawn)
    nt | -18.8% | -19.8% | 10.1% | -2.9% | -4.8% | -1.2% | 7.6% | -16.0
- CCOC(=O)N1CCN(C2CCCN(C(=O)c3cccc(N(C)C)c3)C2)CC1 (stereo not drawn)
    11.5% | 3.0% | -8.1% | -26.8% | 2.8% | -1.1% | 4.0% | 16.1% | 31.5
- CC(C)NC(=O)C1(C#N)C=C1c1ccccc1 (stereo not drawn)
    ? | 3.3% | ? | nt | ? | 8.2µM* | 16.4µM* | nt | -83.8*
- NS(=O)(=O)c1ccc(CNC(=O)c2cc(-c3cccnc3)nc3ccc(Br)cc23)cc1
    -17.5% | 3.6% | ? | -1.9% | -27.5% | 29.3% | ? | 0.5% | -26.2
- C=CCN1C(=O)CSC1=Nc1ccc(NC(C)=O)cc1
    nt | 3.8% | -3.2% | -8.9% | 3.0% | 0.2% | 0.2% | -7.4% | 11.0
- Cc1ccc(C(=O)CCC(=O)Nc2cccc(C)c2)cc1
    0.8% | 4.1% | -9.2% | ? | 1.5% | 7.2% | 2.5% | -11.9% | 29.2
- COc1ccc(C2C(C(=O)c3ccc(C)o3)=C(O)C(=O)N2CC2CCCO2)cc1OC (stereo not drawn)
    3.5% | 7.8% | 10.1% | 5.0% | 7.7% | -0.3% | 2.6% | 17.5% | -13.3
- O=C1NC(=O)C2(CCCC2c2ccccc2)N1 (stereo not drawn)
    4.5% | -15.2% | 20.3% | -0.9% | 2.8% | 10.7% | -1.7% | -0.6% | -0.9
- Cc1ccc(-n2cc(CNCCCn3cccn3)c(-c3cccc(C)c3)n2)cc1
    31.6µM* | 2.2% | ? | 11.0% | ? | ? | ? | ? | -99.2*
- O=C(O)c1ccc(NC2=C(n3nnc4ccccc43)C(=O)c3ccccc3C2=O)cc1
    -4.2% | -2.4%[11.6 µM] | 9.5% | 0.2% | -5.1% | 8.6% | -4.0% | ? | 34.5
- COc1ccc(N2CCN(C(=O)C(=O)c3c(C)n(C)c4ccccc34)CC2)cc1
    -1.6% | -1.5% | ? | -11.8% | -19.1% | -14.7% | -17.2% | 12.4% | 51.2
- C[C@]1(C(=O)NCCN2CCOCC2)C=C[C@@H](Cc2ccccc2)N1C(=O)c1ccccc1
    1.8% | -2.7% | -7.9% | 13.2% | 7.2% | 4.8% | 2.0% | -3.2% | 14.5
- c1ccc(-c2noc(-c3ccco3)n2)nc1
    -22.1% | 12.3% | -15.3% | -2.5% | -17.5% | ? | -3.4% | 1.2%[9.22 µM] | -8.7
- Cc1c(C(=O)N2CCC[C@H]2CO)oc2c(F)cccc12
    40.7%[activator] | 8.5% | -13.6% | 4.9% | -3.9% | 0.1% | -2.2% | 0.4% | 0.0
- Cc1[nH]c(=O)c(C#N)c(C)c1Cl
    nt | 0.1% | 17.7% | -10.1% | 3.7% | 4.2% | 13.8% | -2.2% | -6.0
